# FBW7 activator = human FBW7 E3 ligase activation, primary screen; Q969H0; AlphaScreen FBW7–phospho-cyclin E peptide binding, activator screen; normalized activity (activation), % at 26.1 µM; 650,000 compounds, 0.13% hits; in the data active = normalized activity above about 1.9%;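 also: purified mutant Fbw7 with reduced substrate affinity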
# TEAD-YAP inh = TEAD-YAP interaction inhibition; HEK-TIYL cells, TEAD-Gal4/YAP UAS-luciferase luminescence; inhibition, % at 9.12 µM; 640,000 compounds, 1.4% hits; in the data active = inhibition above about 32%;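 also: 0% = median of test compound wells and 100% = reference inhibitor wells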
# GPR151 activ = activates the human receptor GPR151; PathHunter beta-arrestin GPR151 cells, luminescence; activation, % at 11.2 µM; 650,000 compounds, 1% hits; in the data active = activation above about 4.9%;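 also: 0% = median of compound wells and 100% = cells with positive control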
# Target sequence (Q8TDV0 whole entry, looked up): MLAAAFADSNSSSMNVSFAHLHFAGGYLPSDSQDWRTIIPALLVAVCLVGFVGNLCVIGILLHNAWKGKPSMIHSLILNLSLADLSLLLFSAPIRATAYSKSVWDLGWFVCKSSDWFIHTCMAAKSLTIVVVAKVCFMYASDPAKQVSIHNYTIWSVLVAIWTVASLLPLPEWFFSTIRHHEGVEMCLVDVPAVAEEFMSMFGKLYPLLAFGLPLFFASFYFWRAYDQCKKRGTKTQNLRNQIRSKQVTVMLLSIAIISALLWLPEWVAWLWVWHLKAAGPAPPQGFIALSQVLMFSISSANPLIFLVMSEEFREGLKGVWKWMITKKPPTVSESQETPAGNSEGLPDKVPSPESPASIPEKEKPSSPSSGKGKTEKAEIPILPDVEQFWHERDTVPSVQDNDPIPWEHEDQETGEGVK
# MITF inh = human MITF inhibition, primary screen. inhibition, % at 2.6 µM. O75030. AlphaScreen MITF homodimerization, bead proximity signal. AID 1259374. 650,000 compounds, 0.91% hits; in the data active = inhibition above about 50%;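 also: 0% = vehicle wells with protein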
# Target sequence (O75030 whole entry, looked up): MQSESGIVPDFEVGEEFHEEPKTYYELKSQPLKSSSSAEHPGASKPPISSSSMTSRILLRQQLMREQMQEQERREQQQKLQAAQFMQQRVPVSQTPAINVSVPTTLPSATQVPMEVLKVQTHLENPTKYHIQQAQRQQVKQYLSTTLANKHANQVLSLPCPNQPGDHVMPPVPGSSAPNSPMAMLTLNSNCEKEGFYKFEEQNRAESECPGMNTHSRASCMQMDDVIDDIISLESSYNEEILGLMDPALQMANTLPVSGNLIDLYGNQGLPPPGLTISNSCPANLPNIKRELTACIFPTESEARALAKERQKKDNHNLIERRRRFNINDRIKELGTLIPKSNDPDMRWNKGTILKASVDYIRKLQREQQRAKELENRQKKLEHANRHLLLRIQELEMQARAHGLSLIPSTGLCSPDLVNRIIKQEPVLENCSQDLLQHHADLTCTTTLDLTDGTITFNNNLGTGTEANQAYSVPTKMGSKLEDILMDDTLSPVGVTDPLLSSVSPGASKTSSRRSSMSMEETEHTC
# An asterisk follows results filed as active; · = no result given; & = joins results of further samples.
SMILES,FBW7 activator,TEAD-YAP inh,GPR151 activ,MITF inh
CN(C)S(=O)(=O)c1cccc(NC(=O)COC(=O)Cn2nnc(-c3ccccc3)n2)c1,0.7,5,-0.7,8
O=C(CSc1nc2ccc(NC(=O)c3ccccc3)cc2s1)Nc1nccs1,0.1,-10,4.1,12
O=C(COc1cccc(Cl)c1)N/N=C/c1ccc([N+](=O)[O-])o1,0.1,3,-0.2,-6
Cc1nc2c(C)cccn2c1C(=O)NCC(C)C,0.1,7,1.8,13
CCCCN1C(=O)c2ccc(C(=O)Nc3cc(OC)c(OC)cc3C(=O)O)cc2C1=O,0.0,-9,2.4,-2
Nc1nncn1C(=O)CCCOc1ccccc1,0.7,1,-1.2,8
CCc1ccccc1NC(=O)C/C(C)=N/NC(=O)c1ccc(OC)cc1,0.0,-25,0.9,2
CC1(C)CC(=O)C2=C(C1)N(c1ccc(Cl)c(Cl)c1)C1=C(C(=O)CC(C)(C)C1)C2c1ccc(F)c(Br)c1,0.2,4,-0.7,8
S=c1[nH]nc(-c2ccncc2)n1-c1ccc2c(c1)OCO2,0.1,6,-2.1,21
Cc1ccc(-n2ncc3c(=O)n(Cc4cccc([N+](=O)[O-])c4)cnc32)cc1C,1.6,-2,0.1,11
Cc1occc1-c1nnc(SCCNCCO)o1,-0.1,-31,0.7,-9
CCn1c(-c2cc(C)nn2C)n[nH]c1=S,0.0,0,-1.3,5
Cc1ccc(-c2nnc(Nc3cccc(Cl)c3)c3ccccc23)cc1S(=O)(=O)N(C)C,-0.1,-3,0.3,-8
COC(=O)/C(=C/c1ccco1)NC(=O)c1ccc(Br)o1,-0.2,-3,0.5,2
CCOc1ccc(NC(=S)NNC(=O)c2ccc(F)cc2)cc1,0.6,4,-0.9,4
Cc1ccccc1CC1(CO)CCCN(C(=O)c2n[nH]c(=O)c3ccccc23)C1 (centres undefined),0.3,4,-0.1,11
CC(=O)NCC(=O)OCC(=O)c1ccc(Br)cc1,-0.1,-2,0.5,-3
CCCNc1ncnc2nc(Nc3ccncn3)[nH]c12,-0.1,-8,3.3,-5
Cc1nc(N2CCC(C)CC2)nc(N2CCC(C)CC2)c1[N+](=O)[O-],0.1,9,-0.4,3
CCOc1ccccc1NC(=O)COc1ccccc1Br,0.0,-1,3.0,-1
Cc1ccc(C(=O)O)c(C(=O)Nc2nnc(C)s2)c1,0.1,1,-0.9,9
CC(NCc1cc(-c2cnccn2)ccc1O)c1cccc2ccccc12 (centres undefined),0.1,6,-1.0,11
Cc1ccc(S(=O)(=O)Oc2ccccc2/C=C2\SC(N)=NC2=O)cc1,0.0,5,-0.6,10
CC(C)CN(CC(C)C)C(=O)Cc1ccccc1,0.7,-16,1.4,-3
Cc1cc(C)c(-c2cc(C(F)(F)F)[nH]n2)c(=O)[nH]1,-0.1,-12,2.0,-5
COc1cc(C(=O)Nc2ccc3oc(-c4ccc5ccccc5c4)nc3c2)cc(OC)c1OC,0.2,-3,-0.5,-1
CC1=NN(c2nc(-c3ccccc3)cs2)C(=O)C1,0.3,18,-1.2,9
NC(=O)C1CCN(C2=NC(=O)/C(=C\c3ccc(Cl)cc3Cl)S2)CC1,-0.2,-2,3.6,-2
Cc1c(C(=O)NN=C(c2ccccc2)c2ccccc2)nnn1-c1nonc1N,-0.1,4,0.1,-2
COc1cc(OC)cc(C(=O)Nc2cccc(-c3ccc4nncn4n3)c2)c1,-0.1,-1,-0.4,-10
COc1cccc(OCC(O)CN2C(=O)CCC2CCNCc2cccnc2)c1 (centres undefined),-0.1,-6,-0.2,-7
CCOC(=O)c1cc2c(ccn2C)n1CC(=O)N(C)C1CCCCC1,-0.3,-1,-0.1,2
COC(=O)c1ccccc1NC(=O)Nc1cc(C(=O)OC(C)C)cc(C(=O)OC(C)C)c1,-0.1,2,2.4,3
CCOC(=O)c1c(NC(=O)c2cccc(F)c2)sc(C(=O)Nc2ccc(OC)cc2OC)c1C,0.1,4,-0.5,-5
COc1ccc(C2C(C(=O)Nc3nc4ccc(Br)cc4s3)=C(C)NC3=C2C(=O)CC(C)(C)C3)cc1 (centres undefined),0.4,-26,1.1,-7
COc1ccc(Nc2nc(-c3ccccn3)cs2)cc1,-1.9,43*,-5.5,11
Cc1ccc(C(=O)/C=C/NNC(=O)c2ccccc2O)cc1,-0.6&0.0,-16&-12,2.1&-1.4,1&10
COC(=O)c1ccc(C(=S)NCC(OC)OC)cc1,0.0,-3,1.0,2
Cn1c(NC(=O)c2ccc(Cl)cc2)nc2ccccc21,1.3,-61,0.8,13
COCCN1C(=O)CC(CC(=O)N(C)CC2CCCCO2)(c2ccccc2Cl)C1=O (centres undefined),0.1,1,-1.3,10

# Retrieved by structure from above, 5 records:
SMILES,FBW7 activator,TEAD-YAP inh,GPR151 activ,MITF inh
COC(=O)c1ccccc1NC(=O)Nc1cc(C(=O)OC(C)C)cc(C(=O)OC(C)C)c1,-0.1,2,2.4,3
Cc1c(C(=O)NN=C(c2ccccc2)c2ccccc2)nnn1-c1nonc1N,-0.1,4,0.1,-2
COC(=O)c1ccc(C(=S)NCC(OC)OC)cc1,0.0,-3,1.0,2
Cn1c(NC(=O)c2ccc(Cl)cc2)nc2ccccc21,1.3,-61,0.8,13
Cc1cc(C)c(-c2cc(C(F)(F)F)[nH]n2)c(=O)[nH]1,-0.1,-12,2.0,-5

# 3 entries from above, reformatted:
CCCNc1ncnc2nc(Nc3ccncn3)[nH]c12
- FBW7 activator: -0.1
- TEAD-YAP inh: -8
- GPR151 activ: 3.3
- MITF inh: -5
COCCN1C(=O)CC(CC(=O)N(C)CC2CCCCO2)(c2ccccc2Cl)C1=O (centres undefined)
- FBW7 activator: 0.1
- TEAD-YAP inh: 1
- GPR151 activ: -1.3
- MITF inh: 10
COc1ccc(Nc2nc(-c3ccccn3)cs2)cc1
- FBW7 activator: -1.9
- TEAD-YAP inh: 43*
- GPR151 activ: -5.5
- MITF inh: 11

# (next part)
SMILES,FBW7 activator,TEAD-YAP inh,GPR151 activ,MITF inh
CCc1ccc(C2C(C#N)=C(N)N(c3cccc(Br)c3)C3=C2C(=O)CCC3)s1 (centres undefined),0.0,3,-0.7,-8
CC(C(=O)NCC1Cc2cc(-c3cnccn3)ccc2O1)c1ccccc1 (centres undefined),-0.3,-9,-0.3,0
O=C(O)CC12CC3CC(C1)CC(n1ncc(Nc4ccccc4)c(Cl)c1=O)(C3)C2,0.3,-8,-0.4,-9
Cc1ccc(S(=O)(=O)N2N=C(c3ccc(Br)cc3)CC2c2ccc(Br)cc2)cc1 (centres undefined),0.2,-2,1.5,11
CC(C)(C)OC(=O)NC1CCC[C@@H](NC(=O)c2cccc(-n3cc(NC(=O)Cc4ccccc4)cn3)c2)C1 (some centres undefined),0.0,5,-0.5,11
O=C(COC(=O)c1cc(=O)[nH]c(=O)[nH]1)Nc1ccccc1F,0.0,3,1.1,2
COc1ccc(C=C(C#N)C#N)cc1Oc1nc(Cl)ncc1F,-0.1,-10,0.0,-8
N[C@@H](CCC(=O)N[C@@H](CSN=O)C(=O)NCC(=O)O)C(=O)O,·,·,0.7,15
O=C(CN1CCOc2ccccc21)NCc1ccco1,0.1,8,0.6,10
Nc1c(C(=O)Nc2ccc(F)cc2)sc2nc(-c3ccc4c(c3)OCO4)ccc12,0.3,-13,0.4,-15
COc1ccccc1NC(=O)C1COc2ccccc2O1 (centres undefined),0.3,-35,-0.8,16
COc1cc(Nc2cc(Nc3ccc(-n4ccnc4)cc3)ncn2)cc(OC)c1OC,-0.2,-16,-2.5,-10
CCOc1ccc(NC(=O)NCCCN2CCN(c3ccc(F)cc3)CC2)cc1,0.0,10,-0.9,7
Cc1ccc(/C=C2/N=C(c3ccccc3)NNC2=O)cc1,-0.1,11,-1.1,-17
COc1cc(C2C(C(=O)N3CCOCC3)=C(C)NC3=C2C(=O)CC(C)(C)C3)ccc1OCc1ccccc1 (centres undefined),-0.1,-1,0.1,7
COc1ccc(NC(=S)Nc2ccc(C(=O)N3CCCC3)cc2)cc1,-0.2,-4,-1.4,1
COC(=O)Cn1c(N2CCCCCC2)nc2c1c(=O)[nH]c(=O)n2C,0.0,6,1.1,-6
CC1(C)CC(=O)c2cnc(NC(=O)/C=C/c3cccc([N+](=O)[O-])c3)nc2C1,0.1,8,0.8,-1
COc1ccccc1NC(=O)Cn1cnc2sc(C(=O)N3CCN(c4ccccc4OC)CC3)c(C)c2c1=O,2.1*,10,-1.2,14
O=C(O)C1CSC2(c3cccs3)CCC(=O)N12 (centres undefined),0.1,0,-1.6,4
CSc1ccccc1NC(=O)Cc1csc(-n2cccc2)n1,-0.4,-8,1.1,7
CCOC(=O)C1=C(C)N=c2s/c(=C\c3c(OC)ccc4ccccc34)c(=O)n2C1c1cccs1 (centres undefined),-0.1,-6,0.7,21
Cc1cccc(-n2nnc(C(=O)NCCNC(=O)c3nnn(-c4cccc(C)c4)c3N)c2N)c1,-0.1,0,0.1,6
O=S(=O)(c1ccc(Cl)c(C(F)(F)F)c1)N1CCCC1,-0.1,5,0.7,-7
O=C(O)c1cccc(N2C(=O)c3cc(Cl)c(Cl)cc3C2=O)c1,0.1,4,0.3,9
COc1ccc(CCNC(=O)c2ccc(Br)cc2)cc1,-0.2,-6,0.3,-5
CCOc1nc(C)ccc1-c1noc(-c2ccncc2)n1,-0.2,-20,-1.5,-1
Cc1ccc(CN2CCOc3ccc(C(C)(O)CN(C)C)cc3C2)o1 (centres undefined),-0.2,-5,-0.8,-12
CCOc1ccc(-n2c(CNC(=O)c3ccc(OC)c(OC)c3)nnc2SCC(=O)N2CCc3ccccc32)cc1,0.2,-7,-0.8,1
O=C(NNc1ccccn1)C(=O)NNS(=O)(=O)c1ccc(Cl)cc1,-0.1,-2,1.0,32
O=C1CC2(CCN(S(=O)(=O)c3ccc(Cl)cc3)CC2)Oc2ccccc21,-0.2,6,-0.8,-6
CC(=O)N(C1=C(N(C)C)C(=O)c2ccccc2C1=O)c1ccc(Cl)cc1,-0.1,73*,-3.4,6
O=C(O)CC12CC3CC(C1)CC(n1ncc(NCCC4=CCCCC4)c(Cl)c1=O)(C3)C2,0.2,3,-1.0,-3
Fc1ccccc1CSc1nc(NC2CCCCC2)c2ccccc2n1,0.1,-13,1.7,-6
OC(CNCc1cccc(Cl)c1)c1ccccc1 (centres undefined),0.2,-2,3.5,39
CC(=O)Nc1ccc(NC(=O)Cn2cnc3c(nnn3Cc3ccc(F)cc3)c2=O)cc1,0.1,2,-0.4,10
Cc1ccc(CN2CCN(Cc3cn[nH]c3C3CCCCC3)CC2CCO)o1 (centres undefined),0.2,-3,0.0,-13
COC(=O)C1CCN(Cc2ccc3c(c2)CN(C(=O)c2[nH]c(C)cc2C)CCO3)CC1,0.9,4,0.0,10
Cc1ccc(S(=O)(=O)n2c(SCc3cccc(F)c3)nc3ccccc32)cc1,-0.2,-24,1.3,-5
CCc1c(C)sc(NC(=O)c2cccc(F)c2)c1C(=O)OC,0.0,0,-1.0,-3
O=C(CS(=O)(=O)c1ccccc1)Nc1ccc(I)cc1,0.2,3,-0.9,11
COc1cc(NC(=O)CCCC(=O)O)c(C(=O)O)cc1OC,0.0,-3,0.1,21
CC(=O)C1=C(C)NC(SCC(=O)c2ccc(F)cc2)=C(C#N)C1c1ccco1 (centres undefined),0.0,-6,-1.5,8
O=c1nc(SCc2ccc(F)cc2)c2c([nH]1)CCCC2,-0.1,4,0.4,11
O=C(NCCc1ccc(O)cc1)c1cc(N2CCN(Cc3ccc4c(c3)OCO4)CC2)nc2ccccc12,0.2,48*,0.0,12
O=C(Nc1cccnc1)c1cccc(S(=O)(=O)N2CCOCC2)c1,-0.1,-7,-0.2,-3
COc1cc(C(=O)N/N=C\c2ccc(S(O)(O)O)o2)c([N+](=O)[O-])c(OC)c1OC,0.2,10,2.8,8
Cc1cccc(N(C)c2ccnc3c(-c4cccc(CO)c4)cnn23)c1,-0.1,76*,0.5,-4
CCOC(=O)c1nnn(-c2ccc([N+](=O)[O-])cc2)c1C,-0.1,3,0.8,3
C[C@H](O)C(=O)N1CCN(C(=O)c2cnccc2Nc2ccc(Cl)c(F)c2)CC1,0.8,1,-1.8,10
CCCNC(=O)c1nn2cc(Br)cnc2c1Cl,0.2,1,0.1,7
O=C1NC(=O)C(=Cc2c(Cl)nc3ccccn3c2=O)C(=O)N1,-0.8,-60,-0.2,5
C[C@H](N)Cn1nnn(-c2ccco2)c1=O,0.2,-7,1.5,-18
CC(=O)c1ccc(NC(=O)CSc2nnc(NC(=O)CSc3nnc4n(N)cnn34)s2)cc1,-0.2,4,0.4,3
CC1=C(C(=O)OCCc2ccccc2)C(c2ccc([N+](=O)[O-])s2)NC(=O)N1C (centres undefined),-0.2,7,2.7,3
Cc1cc(N)n(-c2ccc(C(=O)O)cc2)n1,-0.1,27,3.2,15
Cc1cccnc1C(c1ccccc1)N(C)C(=O)C1CCN(C(=O)N2CCOCC2)CC1 (centres undefined),-0.4,-6,-0.5,9
CCOC(=O)C(C)Oc1ccc2c(C)c(C)c(=O)oc2c1C (centres undefined),-0.1,-16,-0.5,-7
Brc1ccc(CN2C3=NCCN3c3ccccc32)cc1,0.4,5,2.0,10
N=C1S/C(=C\c2cccc(F)c2)C(=O)N1c1ccc(F)cc1,-1.0,6,0.4,1
CCCc1noc(-c2ccc(Br)cc2)n1,0.6,8,-0.5,11
N#Cc1cccc(NC(=O)c2ccc(I)cc2)c1,0.1,-18,-1.2,13
